Screens from PubChem BioAssay.
OPRK1 antag MB: antagonists of human kappa opioid receptor OPRK1, Maybridge library | Kappa-type opioid receptor (Homo sapiens), P41145 | 0.4% of 16,000 active | OPRK1 cells, antagonist mode, fluorescence readout | inhibition, % at 9 µM; in the data active = inhibition above about 50%
Target sequence (P41145 whole entry, looked up): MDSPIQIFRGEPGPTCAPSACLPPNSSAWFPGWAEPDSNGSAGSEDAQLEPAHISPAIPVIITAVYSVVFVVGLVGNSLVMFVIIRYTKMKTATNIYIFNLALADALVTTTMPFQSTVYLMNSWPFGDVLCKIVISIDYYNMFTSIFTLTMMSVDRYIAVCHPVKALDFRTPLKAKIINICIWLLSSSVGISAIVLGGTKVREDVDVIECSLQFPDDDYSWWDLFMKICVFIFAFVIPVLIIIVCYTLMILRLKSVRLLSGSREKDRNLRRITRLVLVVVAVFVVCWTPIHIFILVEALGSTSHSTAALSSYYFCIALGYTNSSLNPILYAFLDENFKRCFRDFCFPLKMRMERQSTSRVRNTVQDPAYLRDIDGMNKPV
TLR4 MyD88 blk: inhibitors of human TLR4-MyD88 binding; Toll-like receptor 4 (Homo sapiens), O00206; Cell-based TLR4-MyD88 binding inhibition assay; inhibition, % at 10 µM; 0.06% of 16,000 active; AID 811, 2007; in the data active = inhibition above about 45%
S1P1 ag: activates the human S1P1 receptor | Sphingosine 1-phosphate receptor 1 (Homo sapiens), P21453 | S1P1 agonist cell-based reporter assay | activation, % at 4.5 µM | 1.5% of 16,000 active; in the data active = activation above about 80%
rat GALR2 ag: agonists of rat galanin receptor 2 (GALR2). Galanin receptor type 2 (Rattus norvegicus), O08726. cell-based GALR2 agonist screen. activation, % at 10 µM. 0.5% of 16,000 active. AID 833, 2007; in the data active = activation above about 15%
PME-1 Maybr inh: inhibitors of human PME-1 in Maybridge library. Protein phosphatase methylesterase 1 (Homo sapiens), Q9Y570. recombinant PME-1, FP-Rh probe fluorescence polarization. inhibition, % at 9 µM. 0.5% of 16,000 active; in the data active = inhibition above about 30%
Target sequence (Q9Y570 whole entry, looked up): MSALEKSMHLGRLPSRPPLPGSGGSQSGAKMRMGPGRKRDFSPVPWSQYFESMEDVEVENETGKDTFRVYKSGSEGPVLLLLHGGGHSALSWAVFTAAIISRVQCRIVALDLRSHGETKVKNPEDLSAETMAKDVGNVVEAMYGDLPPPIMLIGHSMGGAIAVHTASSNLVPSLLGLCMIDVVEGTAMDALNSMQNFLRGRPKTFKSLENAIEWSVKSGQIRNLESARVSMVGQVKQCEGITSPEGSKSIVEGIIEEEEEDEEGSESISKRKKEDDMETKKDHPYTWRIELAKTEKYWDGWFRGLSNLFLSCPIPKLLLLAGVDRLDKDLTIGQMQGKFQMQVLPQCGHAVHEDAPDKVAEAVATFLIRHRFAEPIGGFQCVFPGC
Nox1 inh: inhibitors of human NADPH oxidase 1 (Nox1). HT29 cells, luminol chemiluminescence ROS. inhibition, % at 6.7 µM. 0.81% of 16,000 active
Luminol counter: counter-screen for Nox1 inhibitors: inhibitors of luminol chemiluminescence; inhibition, % at 6.7 µM; AID 1823, 2009; HRP/luminol/H2O2 chemiluminescence counterscreen; 0.4% of 16,000 active; also: reference of the scale not given here
NOTCH ag: agonists of NOTCH signaling | NOTCH signaling luciferase reporter cells, luminescence | activation, % at 2.5 µM | 0.4% of 15,000 active | AID 434982, 2010; in the data active = activation above about 2.2%
* = called active by the depositor; . = not tested or not shown. Rule as the data show it, unless noted: active = inhibition above about 75%; inactive = the rest.

1) CC(=O)c1ccc(-c2ccccc2OC(F)(F)F)o1
2) COC(=O)c1cc(-c2ccc(OC)cc2)c(-c2ccc(OC)cc2)s1
3) Cc1ccccc1S(=O)(=O)NCc1ccc(N2CCN(C)CC2)cc1
4) CCc1cccc(CC)c1NC(=S)NN
5) Cc1ccc(S(=O)(=O)N2CCN(Cc3ccccc3)CC2)cc1
6) COc1cc(/C=N/NC(=S)Nc2ccc(F)cc2)ccc1OC(=O)c1ccc(Cl)c(Cl)c1

Screen / compound no.,1,2,3,4,5,6
OPRK1 antag MB,-1,78*,32,8,9,4
TLR4 MyD88 blk,3,-10,7,0,3,-7
S1P1 ag,4,6,-7,-4,13,9
rat GALR2 ag,-5,-12,-4,-6,-8,-1
PME-1 Maybr inh,0,7,8,-3,4,-16
Nox1 inh,-68,22,12,-28,9,25
Luminol counter,2,-7,-7,6,-3,-8
NOTCH ag,-0.6,-0.1,-0.7,-0.2,-0.2,-0.2

7) O=C(NCCc1ccccc1)c1ccco1
8) COC(=O)C1=C(Nc2cccc(-c3nn(C)cc3Br)c2)CSC1
9) N#C/C(=N\OC(=O)c1ccc(C(F)(F)F)cc1)S(=O)(=O)c1cccs1
10) Cc1cc(-n2c(C)ccc2C)no1
11) Cc1ccc(N2C(=O)CC(N3CCSCC3)C2=O)c(C)c1 (stereo unspecified)
12) Cc1cc(C(=O)NNc2cc(Cl)ccc2Cl)no1

Screen / compound no.,7,8,9,10,11,12
OPRK1 antag MB,-7,6,2,16,3,13
TLR4 MyD88 blk,-10,-7,-13,-8,5,-1
S1P1 ag,1,15,7,0,-9,6
rat GALR2 ag,-7,-2,-3,-6,-4,-7
PME-1 Maybr inh,-2,7,1,2,-2,11
Nox1 inh,-32,16,15,-35,-21,81*
Luminol counter,3,-4,-5,-2,-1,10
NOTCH ag,0.3,-0.1,-0.3,0.8,-0.1,-0.6

13) Cc1nn(-c2ccccc2)nc1C(=O)Nc1nnc(C2CC2)s1
14) COC(=S)Nc1c(Br)cc(C)cc1Br
15) O=C(O/N=C1\CCCCC1Cn1ccnc1)c1ccc(Cl)cc1 (stereo unspecified)
16) COC(=O)c1cccc(CN2C(=O)CSC2=O)c1
17) N#CC(c1ccccc1)N(CCO)CCO (stereo unspecified)
18) CCOC(=O)Cn1c(=O)sc2ncc(Br)cc21

Screen / compound no.,13,14,15,16,17,18
OPRK1 antag MB,8,8,5,14,0,-8
TLR4 MyD88 blk,13,1,7,.,-4,5
S1P1 ag,-12,-4,-2,-5,-10,-1
rat GALR2 ag,-4,-10,-7,-8,-5,-6
PME-1 Maybr inh,0,-1,2,0,0,-2
Nox1 inh,-13,-3,-53,-30,-7,-68
Luminol counter,-6,6,-1,-1,-4,3
NOTCH ag,-1.0,0.1,-1.1,0.1,-0.1,.

19) O=C(Nc1ccc(-c2nnc(-c3ccc(NC(=O)C(Cl)Cl)cc3)o2)cc1)C(Cl)Cl
20) O=C(NC1CCCCNC1=O)c1csc2ccccc12 (stereo unspecified)
21) Cc1ccc(S(=O)(=O)OCCCCN2C(=O)CC3(CCCC3)CC2=O)cc1
22) O=C(Cc1cccc(CC(=O)c2ccccc2)c1)c1ccccc1
23) O=C(Nc1ccc(-c2cnco2)cc1)c1csc([N+](=O)[O-])c1
24) CC(C)C(NC(=O)c1nccnc1C(=O)O)C(=O)O (stereo unspecified)

Screen / compound no.,19,20,21,22,23,24
OPRK1 antag MB,14,-20,-26,-9,3,8
TLR4 MyD88 blk,-8,-3,-1,8,6,9
S1P1 ag,57,-17,-11,46,105*,13
rat GALR2 ag,-11,-6,-6,-10,-1,-6
PME-1 Maybr inh,-13,3,3,4,-14,-1
Nox1 inh,-17,-7,-56,-33,-60,-65
Luminol counter,4,-3,3,0,3,2
NOTCH ag,-1.1,-0.3,0.1,0.2,-0.4,-0.4

25) CC(C)(C)C(=O)NNC(=O)c1cnccc1C(F)(F)F
26) Cn1c(Sc2c3c(nc4ncnn24)CCC3)nnc1-c1ccccc1
27) O=C(Cc1cc(F)cc(F)c1)NNC(=O)c1cccc(C(F)(F)F)c1
28) C/C(CC(C)(C)C)=N\NC(N)=O
29) O=C(NNC(=O)c1c(F)cccc1F)c1c(F)cccc1F
30) O=c1[nH]c2c(nnn2Cc2ccccc2Cl)c(=O)n1-c1cccc(Cl)c1

Screen / compound no.,25,26,27,28,29,30
OPRK1 antag MB,-4,28,-10,23,-3,-15
TLR4 MyD88 blk,18,-22,-5,7,11,.
S1P1 ag,-2,-26,3,-16,5,8
rat GALR2 ag,-4,-5,-5,-10,-6,-5
PME-1 Maybr inh,1,4,0,-4,-2,-3
Nox1 inh,-17,22,4,-30,-50,-11
Luminol counter,1,-4,-3,1,4,0
NOTCH ag,-0.7,0.1,0.0,-0.1,-0.3,-0.1

31) COc1ccc(Br)c(C(=O)NN)c1
32) CC(C)(C)C(=O)Nc1cccc(-c2nnco2)c1
33) CC(Oc1ccc(I)cc1)C(=O)Nc1ccc(S(N)(=O)=O)cc1 (stereo unspecified)
34) CSc1n[nH]c(N)c1S(=O)(=O)c1ccc(Cl)cc1
35) N/C(COc1ccc(Cl)cc1)=N\OC(=O)c1ncc(C(F)(F)F)cc1Cl
36) O=C(CCc1cc(C(F)(F)F)cc(C(F)(F)F)c1)N/N=C/c1ccc2c(c1)OCO2

Screen / compound no.,31,32,33,34,35,36
OPRK1 antag MB,0,9,-5,-1,10,5
TLR4 MyD88 blk,-13,5,-4,-3,14,2
S1P1 ag,-6,5,15,0,49,-9
rat GALR2 ag,-5,-3,-5,-7,-5,-8
PME-1 Maybr inh,-2,-4,-4,9,-1,0
Nox1 inh,0,-12,-9,19,-39,-14
Luminol counter,0,0,3,-5,4,0
NOTCH ag,.,0.3,0.1,-0.5,-0.3,-0.2

37) CCC(=O)NNc1ccccc1
38) c1cc(N2CCOCC2)ccc1NC1=NCCS1
39) N#Cc1ccc(C=NCCN2CCNC2=O)cc1
40) CC(=O)N[C@H]1C(OC(C)=O)O[C@H](COC(C)=O)[C@@H](OC(C)=O)[C@@H]1OC(C)=O (stereo partly specified)
41) CC(Oc1ccc2oc3ccccc3c(=O)c2c1)C(=O)O (stereo unspecified)
42) Nc1n[nH]c(-c2ccccc2)c1-c1ccccc1

Screen / compound no.,37,38,39,40,41,42
OPRK1 antag MB,4,6,-16,-21,8,0
TLR4 MyD88 blk,-8,-4,1,-6,-2,-8
S1P1 ag,1,2,-17,-10,-19,-2
rat GALR2 ag,-2,-2,-4,-7,0,-8
PME-1 Maybr inh,2,0,-1,6,2,0
Nox1 inh,38,23,-7,-5,4,20
Luminol counter,13,-10,0,-6,-1,5
NOTCH ag,-0.6,0.0,-0.6,0.1,0.4,-0.1

43) Cn1cnc(C(=O)O)c1C(=O)O
44) N#C/C(=C\c1ccc(C2=CCOc3ccccc32)s1)S(=O)(=O)c1ccccc1
45) O=C1C=C(SCC(=O)c2ccccc2)SC(c2ccc(Cl)cc2)C1 (stereo unspecified)
46) COC(=O)C(C(=O)OC)=C(NC(N)=O)SC
47) COc1ccc(Oc2ncccc2NC(=O)Nc2cccc(C(F)(F)F)c2)cc1
48) Clc1ccc(N2CCN(C3=Cc4ccccc4C3)CC2)cc1Cl

Screen / compound no.,43,44,45,46,47,48
OPRK1 antag MB,12,-11,5,21,10,28
TLR4 MyD88 blk,7,1,-2,2,-10,-10
S1P1 ag,6,13,-5,-16,15,15
rat GALR2 ag,-3,-3,6,-3,-8,-6
PME-1 Maybr inh,4,5,2,2,-99,6
Nox1 inh,-9,-62,-11,-27,22,20
Luminol counter,-7,5,-1,-4,-5,-2
NOTCH ag,0.0,-0.3,0.0,-0.3,-0.1,-0.6

49) N#Cc1ccc(OC(=O)c2ccc([N+](=O)[O-])cc2)cc1
50) O=c1[nH]nc(-c2ccc(N3CCCCC3)c([N+](=O)[O-])c2)c2ccccc12
51) Cc1c(C)c(C)c(CSc2nnc(CC#N)n2C)c(C)c1C
52) COc1ccc(C(=O)NC(=O)N=S(C)(=O)c2ccc(C(F)(F)F)cn2)cc1 (stereo unspecified)
53) CC12CCC(c3c(C(F)(F)F)nc(N)nc31)C2(C)C (stereo unspecified)
54) Cn1nc(-c2ccc(Sc3ccc(Cl)cc3)s2)cc1C(F)(F)F

Screen / compound no.,49,50,51,52,53,54
OPRK1 antag MB,11,9,18,9,5,-22
TLR4 MyD88 blk,1,2,-36,4,0,-4
S1P1 ag,1,38,3,20,-3,-8
rat GALR2 ag,-5,-4,-1,-3,-2,-2
PME-1 Maybr inh,7,2,4,5,2,6
Nox1 inh,16,-28,20,2,-46,-24
Luminol counter,-5,1,-8,-3,-1,-6
NOTCH ag,0.2,-0.5,-0.6,0.2,-0.2,-0.9

55) O=C1CC(c2ccccc2)=NO1
56) COc1nc(N)nc(SC)n1
57) CCOc1ccccc1NC(=S)NCCO
58) CCCCNC(=O)Nc1ccn(C)n1
59) O=C(CSc1nnc(-c2ccncc2)o1)N1c2ccccc2Sc2ccccc21
60) CNC(=S)N(C)NC(=S)Nc1ccc(OC)c(OC)c1

Screen / compound no.,55,56,57,58,59,60
OPRK1 antag MB,11,4,-5,4,1,6
TLR4 MyD88 blk,6,-5,-4,-2,-3,-11
S1P1 ag,7,-8,-12,-4,23,-9
rat GALR2 ag,-3,-5,-8,-10,-6,-4
PME-1 Maybr inh,4,-2,3,6,-1,0
Nox1 inh,-2,-50,-2,-15,8,84*
Luminol counter,6,2,-5,-1,0,31
NOTCH ag,-0.2,-0.7,-0.4,.,-0.8,-0.1

61) CCCN(CCC)S(=O)(=O)c1ccc(C(=O)NN)cc1
62) COc1ccc(Oc2cc(C#N)c(C#N)cc2Oc2ccc(OC)cc2)cc1
63) O=[N+]([O-])c1cc(C(F)(F)F)ccc1N=Nc1c(O)[nH]c2ccc(F)cc12
64) Cc1noc(NC(=O)c2c(-c3c(Cl)cccc3Cl)noc2C)c1[N+](=O)[O-]
65) CC(C)(Oc1ccc(Cl)cc1)C(=O)NCc1ccc2c(c1)CCO2
66) CCOC(=O)c1csc(-c2sc(SC)c(C(C)=O)c2C)n1
67) Cc1cc(=O)n2ncnc2n1CC(=O)NNC(=S)Nc1ccc(Cl)cc1Cl
68) O=C1CC2C3C=C(Br)C4C3CC2C14 (stereo unspecified)
69) O=c1cc(CSc2ccccn2)c2ccc(O)cc2o1

Screen / compound no.,61,62,63,64,65,66,67,68,69
OPRK1 antag MB,-10,-17,17,0,-1,34,-1,11,-11
TLR4 MyD88 blk,-21,4,0,9,-8,-3,-5,8,-3
S1P1 ag,-2,78,-13,1,-15,-3,-16,31,11
rat GALR2 ag,-8,-11,-6,-10,-6,-5,-6,-7,-6
PME-1 Maybr inh,4,-4,0,15,-1,-9,1,-8,-1
Nox1 inh,-22,-62,17,-35,-7,-42,7,-25,-37
Luminol counter,6,2,-1,4,3,5,75*,4,-2
NOTCH ag,1.7,-0.5,.,-0.3,-0.3,-0.5,-0.4,-0.7,0.1
